High-throughput results as filed in PubChem.
esBAF inh: inhibitors of esBAF chromatin remodeling in mouse ES cells; Bmi1-luciferase knock-in reporter, 24 h; 100% = twice the neutral-well signal; reporter increase, % at 12.5 µM; 350,000 compounds, 2% hits; in the data active = activation above about 40%; inconclusive = no clear call, values can overlap the other calls;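 note: 0% = median of the plate's neutral control wells and 100% = double that signal; a rise in the Bmi1 reporter signal indicates esBAF inhibition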
Casp6 inh: inhibitors of human caspase-6. inhibition, % at 12.5 µM. 350,000 compounds, 0.53% hits. P55212. purified caspase-6, Z-VEID-R110 cleavage fluorescence. AID 686996;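 active = mean inhibition across replicates at least about 35%, with every replicate also reaching that limit, limit read from the data; inconclusive = only one of the two criteria met; inactive = neither criterion met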;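 note: 0% = median of neutral control wells and 100% = no fluorescence left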
Target sequence (P55212 24-179 limits assumed): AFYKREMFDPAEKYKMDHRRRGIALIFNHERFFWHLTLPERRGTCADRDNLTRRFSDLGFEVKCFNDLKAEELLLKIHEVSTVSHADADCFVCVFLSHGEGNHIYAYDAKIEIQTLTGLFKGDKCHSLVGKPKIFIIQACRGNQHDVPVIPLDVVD
Target sequence (P55212 194-293 limits assumed): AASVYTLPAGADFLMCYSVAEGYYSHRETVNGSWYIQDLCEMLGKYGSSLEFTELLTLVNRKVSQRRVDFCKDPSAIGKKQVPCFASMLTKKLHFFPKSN
E-selectin induc: E-selectin induction on HUVECs. 260,000 compounds, 0.37% hits. P16581. HUVEC E-selectin immunofluorescence imaging; normalized: neutral wells 0, TNF-alpha wells 100. activation, % at 7.58 µM;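 active = mean E-selectin-positive cell signal at least 10% of the positive control, reached in at least 60% of replicates, without over 20% cell loss; inconclusive = no rule given, readout overlaps actives, possibly toxicity-flagged; inactive = the rest, including those meeting only one limit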;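 note: in these data hits start at about 27%; measured in HUVEC primary endothelial cells; signal is the percent of cells scored E-selectin positive by PE staining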
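Assay system: HUVEC, human umbilical vein endothelial cells / Amount: 3,000 HUVEC/well / Controls: TNF-alpha positive control, DMSO neutral control / Compound dosing: single concentration / Medium: EGM-2 over gelatin coat / Evaluation: percent E-selectin-positive cells / Signal: immunofluorescence imaging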
RAD52 inh: RAD52 (human) annealing inhibition; P43351; recombinant RAD52 DNA annealing, FRET fluorescence; inhibition, % at 18.7 µM; 360,000 compounds, 0.46% hits; AID 651710;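 active = every replicate showing at least 50% inhibition; inconclusive = mean inhibition at least 50% but not in every replicate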
Target sequence (P43351 whole entry, looked up): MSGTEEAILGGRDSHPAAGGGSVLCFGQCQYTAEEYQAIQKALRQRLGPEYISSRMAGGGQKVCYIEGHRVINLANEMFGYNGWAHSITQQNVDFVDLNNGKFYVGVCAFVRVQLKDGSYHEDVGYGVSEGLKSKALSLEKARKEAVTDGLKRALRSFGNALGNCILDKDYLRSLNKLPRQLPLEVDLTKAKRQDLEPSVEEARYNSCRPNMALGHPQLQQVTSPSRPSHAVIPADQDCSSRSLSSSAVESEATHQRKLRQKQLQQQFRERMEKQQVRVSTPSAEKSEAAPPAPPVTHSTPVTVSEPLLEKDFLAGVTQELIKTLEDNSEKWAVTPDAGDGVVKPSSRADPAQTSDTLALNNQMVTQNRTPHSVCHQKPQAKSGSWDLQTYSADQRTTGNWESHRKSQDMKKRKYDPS
ERp5 inh: blocks human ERp5 reductase activity on insulin; Q15084; ERp5 insulin aggregation, absorbance 650 nm, 90 min; inhibition, % at 9.99 µM; 350,000 compounds, 0.05% hits; AID 651711;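 active = mean replicate inhibition above about 25%, with every replicate also reaching it, limit read from the data, passing the limit was not always enough; inconclusive = only one of those two criteria met; inactive = neither criterion met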
ARNT-TACC3 inh: disrupts binding between human ARNT and TACC3. AlphaScreen His-ARNT PAS-B/GST-TACC3 binding, luminescence; TACC3 fragment carries E629A point mutation. Q9Y6A5. 390,000 compounds, 0.66% hits. inhibition, % at 9.99 µM;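 active = mean inhibition of replicates at least 50% and at least half of replicates each reaching 50%; inconclusive = half or more replicates reach 50% but mean below 50%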;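 note: 0% = complete ARNT plus TACC3 wells and 100% = ARNT alone without TACC3; many hits fall short of the cut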
RAD54 branch: blocks human RAD54 Holliday junction branch migration; FAM/BHQ fluorescence; 360,000 compounds, 0.14% hits; AID 602329; inhibition, % at 10.4 µM; Q92698;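 active = mean normalized replicate activity at least 40 and at least half of replicates scoring 40 or more; inconclusive = only one of the two criteria met; inactive = mean below 40 and under half of replicates reaching 40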;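 note: 0% = median of neutral control wells and 100% = median of positive control wells; inhibitors cause a drop in the FAM fluorescence signal; in these data hits start at about 50%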
PglD inh: inhibitors of Campylobacter jejuni PglD acetyltransferase; inhibition, % at 12.5 µM; 360,000 compounds, 0.098% hits; purified PglD enzyme, DTNB colorimetric CoA detection; AID 602405; in the data active = inhibition above about 16%, passing the limit was not always enough; inconclusive = no clear call, values can overlap the other calls; note: strong numbers were not always called active
* hit, by the source's call.

For C[C@H]1CN([C@@H](C)CO)C(=O)Cc2cc(NS(=O)(=O)c3ccccc3)ccc2O[C@@H]1CN(C)S(=O)(=O)c1cn(C)cn1 the results were esBAF inh 1, Casp6 inh 1, E-selectin induc -3.2, RAD52 inh 4, ERp5 inh 3, ARNT-TACC3 inh 5, RAD54 branch -4 and PglD inh 2.
`COC(=O)c1ccc2nc(C3CCCCC3)c(Cc3ccc(OC)cc3C)n2c1` gave esBAF inh -6, Casp6 inh 2, E-selectin induc 0.1, RAD52 inh -34, ERp5 inh 2, RAD54 branch -1 and PglD inh 2.
`Cc1[nH]c2ccc(C(=O)OCC(=O)NC3(C#N)CCCCC3)cc2c1C` gave esBAF inh 0, Casp6 inh -4, RAD52 inh -3, ERp5 inh 3, ARNT-TACC3 inh -2, RAD54 branch -11 and PglD inh -3.
`Cc1ccc(S(=O)(=O)N(C)C[C@@H]2Oc3c(NS(=O)(=O)c4ccc(F)cc4)cccc3C(=O)N([C@@H](C)CO)C[C@@H]2C)cc1` gave esBAF inh 1, E-selectin induc -9.4, ARNT-TACC3 inh 10, RAD54 branch 1 and PglD inh 3.
C/C=C/c1ccc2c(c1)O[C@@H](CN(C)C(=O)c1ccc3c(c1)OCO3)[C@H](C)CN([C@@H](C)CO)S2(=O)=O was read as esBAF inh 2, Casp6 inh -4, E-selectin induc 0.1, RAD52 inh -4, ERp5 inh -3, ARNT-TACC3 inh 5, RAD54 branch 0 and PglD inh 1.
For Cc1ccc2[nH]c(-c3cccc(F)c3)cc(=O)c2c1 the results were esBAF inh 27, Casp6 inh -5, E-selectin induc 0.1, RAD52 inh -14, ERp5 inh 8, ARNT-TACC3 inh -6, RAD54 branch -10 and PglD inh -2.
`Cc1ccc(NC(=O)C(C)NC(=O)OCc2ccccc2)cc1C` (centres undefined) gave Casp6 inh -3, E-selectin induc -0.3, RAD52 inh -15, ERp5 inh -5 and ARNT-TACC3 inh 1.
`COc1ccccc1C(=O)Nc1ccc(NC(=O)C2CCCCC2)nc1` gave esBAF inh 12, Casp6 inh -1, E-selectin induc -0.3, RAD52 inh -19, ERp5 inh 4, ARNT-TACC3 inh -25, RAD54 branch -2 and PglD inh 5.
`C[C@@H]1CCCCO[C@@H](CN(C)Cc2ccccc2)[C@H](C)CN([C@@H](C)CO)C(=O)c2cc(NC(=O)Nc3ccc(C(F)(F)F)cc3)ccc2O1` gave esBAF inh -3, Casp6 inh -5, E-selectin induc -0.1, RAD52 inh -25, ERp5 inh 0, ARNT-TACC3 inh 2, RAD54 branch 2 and PglD inh -3.
C[C@H](CO)N1C[C@H](C)[C@@H](CN(C)C(=O)Nc2ccc3c(c2)OCO3)Oc2ccc(NC(=O)CCC(F)(F)F)cc2CC1=O was read as esBAF inh 0, Casp6 inh 2, E-selectin induc -3.2, RAD52 inh -2, ERp5 inh -5, ARNT-TACC3 inh -8, RAD54 branch 13 and PglD inh -2.
Screening Cc1ccc(-n2c(CNc3ccc(F)cc3)nnc2SCC(=O)N2CCOCC2)cc1 returned esBAF inh 2, ARNT-TACC3 inh 3, RAD54 branch 5 and PglD inh 1.
`CCc1oc2c(C)c(O)ccc2c(=O)c1-c1ccc2ccccc2n1` gave esBAF inh 6, ARNT-TACC3 inh -5, RAD54 branch -8 and PglD inh 6.
Screening COCCSc1ccccc1C(=O)Nc1cc(C)cc(C)c1 returned esBAF inh -4, Casp6 inh 1, E-selectin induc 0.0, RAD52 inh -11, ERp5 inh -1, ARNT-TACC3 inh -8, RAD54 branch 4 and PglD inh -9.
CCOC(=O)N1CCN(CC(=O)Nc2nc3ccc(OC)cc3s2)CC1 was read as esBAF inh -9, Casp6 inh 3, E-selectin induc -0.5, RAD52 inh -18, ERp5 inh 4, ARNT-TACC3 inh 8, RAD54 branch -2 and PglD inh 0.
Screening CCn1nnc(-c2ccccc2NS(=O)(=O)c2ccc(S(=O)(=O)N3CCCCCC3)cc2)n1 returned esBAF inh -2, Casp6 inh -1, RAD52 inh -18, ERp5 inh 6, ARNT-TACC3 inh -1, RAD54 branch -3 and PglD inh -2.
CCOCCOC(=O)c1cccc(NC(=O)OCC)c1 was read as esBAF inh 11, ARNT-TACC3 inh 0, RAD54 branch 3 and PglD inh 4.
COc1cc2[nH]c(=O)n(CCCCCC(=O)N3CCN(c4ccccn4)CC3)c(=O)c2cc1OC was read as esBAF inh 5, Casp6 inh 0, RAD52 inh -1, ERp5 inh 1, ARNT-TACC3 inh -2, RAD54 branch 3 and PglD inh -1.
`CC1=NN(S(=O)(=O)c2ccc(Cl)cc2Cl)C(=O)c2ccccc2O1` gave esBAF inh -1, Casp6 inh -2, E-selectin induc 10, RAD52 inh -16, ERp5 inh 5, ARNT-TACC3 inh 5, RAD54 branch -10 and PglD inh -7.
For COc1ccc(NC(=O)N(C)C[C@H]2Oc3ccc(NC(=O)C4CC4)cc3CC(=O)N([C@@H](C)CO)C[C@H]2C)cc1 the results were esBAF inh 1, Casp6 inh 2, E-selectin induc 0.3, RAD52 inh 2, ERp5 inh -6, ARNT-TACC3 inh -3, RAD54 branch 1 and PglD inh 1.
Screening CNC(=O)c1nc(C)c(C2(C)CC(c3cccc([N+](=O)[O-])c3)=NO2)s1 (centres undefined) returned esBAF inh 12, Casp6 inh -2, E-selectin induc 1.1, RAD52 inh 1, ERp5 inh 4, ARNT-TACC3 inh 1, RAD54 branch -4 and PglD inh -3.

The closing five compounds of the section before come first, to join the parts:
CCOCCOC(=O)c1cccc(NC(=O)OCC)c1 was read as esBAF inh 11, ARNT-TACC3 inh 0, RAD54 branch 3 and PglD inh 4.
COc1cc2[nH]c(=O)n(CCCCCC(=O)N3CCN(c4ccccn4)CC3)c(=O)c2cc1OC was read as esBAF inh 5, Casp6 inh 0, RAD52 inh -1, ERp5 inh 1, ARNT-TACC3 inh -2, RAD54 branch 3 and PglD inh -1.
`CC1=NN(S(=O)(=O)c2ccc(Cl)cc2Cl)C(=O)c2ccccc2O1` gave esBAF inh -1, Casp6 inh -2, E-selectin induc 10, RAD52 inh -16, ERp5 inh 5, ARNT-TACC3 inh 5, RAD54 branch -10 and PglD inh -7.
For COc1ccc(NC(=O)N(C)C[C@H]2Oc3ccc(NC(=O)C4CC4)cc3CC(=O)N([C@@H](C)CO)C[C@H]2C)cc1 the results were esBAF inh 1, Casp6 inh 2, E-selectin induc 0.3, RAD52 inh 2, ERp5 inh -6, ARNT-TACC3 inh -3, RAD54 branch 1 and PglD inh 1.
Screening CNC(=O)c1nc(C)c(C2(C)CC(c3cccc([N+](=O)[O-])c3)=NO2)s1 (centres undefined) returned esBAF inh 12, Casp6 inh -2, E-selectin induc 1.1, RAD52 inh 1, ERp5 inh 4, ARNT-TACC3 inh 1, RAD54 branch -4 and PglD inh -3.
CS(=O)(=O)N1CCN(S(=O)(=O)c2ccccc2[N+](=O)[O-])CC1 was read as Casp6 inh 3, RAD52 inh -5, ERp5 inh 1 and ARNT-TACC3 inh 2.
Screening O=C1OC(Nc2ccc(F)cc2F)c2ccccc21 (centres undefined) returned esBAF inh -5, ARNT-TACC3 inh -13, RAD54 branch 3 and PglD inh 0.
Screening Cc1cc(OC(=O)c2c(F)cc(F)cc2F)nc(C)n1 returned Casp6 inh -1, RAD52 inh -11, ERp5 inh 5 and ARNT-TACC3 inh -2.
`CCOc1ccc(C(=O)O/N=C(\N)c2ccccn2)cc1OCC` gave Casp6 inh 1, E-selectin induc 0.6, RAD52 inh -2, ERp5 inh -8, ARNT-TACC3 inh -7 and RAD54 branch -9.
Screening CCCCCNC(=O)C(c1ccc(-c2ccccc2)cc1)n1c(=O)c(-c2cc3ccccc3[nH]2)nc2ccccc21 (centres undefined) returned Casp6 inh 0, E-selectin induc 0.8, RAD52 inh -24 and ERp5 inh 1.
Screening CCC(CC)C(=O)c1c[nH]c(C(=O)NCC2CCCO2)c1 (centres undefined) returned esBAF inh -7, ARNT-TACC3 inh -1, RAD54 branch 1 and PglD inh 4.
O=C(Nc1ccnn1C1CCN(C/C=C/c2ccccc2)CC1)c1ccccc1Cl was read as esBAF inh 0, Casp6 inh -1, E-selectin induc -0.2, RAD52 inh 1, ERp5 inh 1, ARNT-TACC3 inh 4, RAD54 branch -6 and PglD inh -1.
`O=C(c1ccc(OC2CCN(Cc3ccccc3C(F)(F)F)CC2)cc1)N1CCCCC1` gave esBAF inh 1, Casp6 inh 2, E-selectin induc 0.2, RAD52 inh -15, ERp5 inh 2, ARNT-TACC3 inh 1, RAD54 branch -1 and PglD inh -8.
Screening CC(C)NC(=O)[C@@]1(c2ccc([N+](=O)[O-])cc2)CC(=O)N(CC23CC4CC(CC(C4)C2)C3)[C@@H]1c1ccc(CO)cc1 returned Casp6 inh 1, RAD52 inh 6, ERp5 inh -3, ARNT-TACC3 inh -2, RAD54 branch 6 and PglD inh 3.
For O=C(O)c1cccc(NC(=S)NC(NC(=O)c2cccc([N+](=O)[O-])c2)C(Cl)(Cl)Cl)c1 (centres undefined) the results were esBAF inh 20, Casp6 inh 2, RAD52 inh -6, ERp5 inh 1, ARNT-TACC3 inh 32, RAD54 branch 9 and PglD inh 8.
For COC(=O)C(NS(=O)(=O)c1cccc(S(=O)(=O)NC(C(=O)OC)c2ccccc2)c1)c1ccccc1 (centres undefined) the results were esBAF inh -3, Casp6 inh -1, E-selectin induc -0.3, RAD52 inh -11, ERp5 inh 0, ARNT-TACC3 inh 1, RAD54 branch 4 and PglD inh 5.
Screening COc1ccc(CCNC(=O)CN2C(=O)c3ccccc3C2=O)cc1 returned esBAF inh 6, ARNT-TACC3 inh 5, RAD54 branch 3 and PglD inh 4.
Screening Oc1ccc(Nc2ncnc3c2oc2ccccc23)cc1 returned esBAF inh 20, Casp6 inh 3, E-selectin induc 2.7, RAD52 inh 1, ERp5 inh 3, ARNT-TACC3 inh 6, RAD54 branch 4 and PglD inh 2.
`Brc1ccc(C2=Nn3c(Cn4nnc5ccccc54)nnc3SC2)cc1` gave esBAF inh -6, Casp6 inh 2, E-selectin induc 0.0, RAD52 inh -2, ERp5 inh -3, RAD54 branch 6 and PglD inh 2.
COc1cccc(C(=O)N(Cc2ccc3c(c2)OCO3)Cc2nc3ccccc3c(=O)[nH]2)c1 was read as esBAF inh 4, ARNT-TACC3 inh 1, RAD54 branch 6 and PglD inh -2.
`Cc1ccc(S(=O)(=O)Nc2cccc(C(=O)NCC(c3ccccc3)N(C)C)c2)cc1F` (centres undefined) gave esBAF inh 2, Casp6 inh 4, E-selectin induc 2.1, RAD52 inh 31, ERp5 inh -5, ARNT-TACC3 inh -2, RAD54 branch -6 and PglD inh -4.
For c1c[nH]c(CN2CCN(Cc3ncc[nH]3)CC2)n1 the results were esBAF inh -2, Casp6 inh -259, E-selectin induc 1.1, RAD52 inh 56*, ERp5 inh 0, ARNT-TACC3 inh 53*, RAD54 branch inconclusive and PglD inh 3.
`CN(CC(=O)Nc1cccc(S(=O)(=O)N2CCCC2)c1)CC(=O)Nc1ccc(F)c(F)c1F` gave esBAF inh 6, Casp6 inh 1, E-selectin induc -0.2, RAD52 inh -15, ERp5 inh 16, RAD54 branch -2 and PglD inh 2.
For COc1ccccc1-c1cnc2c(c1)C(=O)N([C@H](C)CO)C[C@H](C)[C@@H](CN(C)C(=O)c1cccnc1)O2 the results were esBAF inh 2, Casp6 inh 0, E-selectin induc 0.2, RAD52 inh -9, ERp5 inh 5, ARNT-TACC3 inh -4, RAD54 branch -7 and PglD inh 0.
